RORg inh – inhibitors of mouse ROR gamma transcriptional activity. Potency, µM (doses to about 53.6 µM), for inactives: at the highest dose activity change, negative = inhibition, actives largely listed as inhibitors. P51450. Drosophila S2 Gal4-RORgamma UAS-luciferase reporter, 20 h. hit rate 5.4% among 310,000; further: potency means the concentration at half of the fitted maximal effect; on the % scale 0 is the no-effect control and ±100 the full control effect; nearly all actives have a fitted effect of over 60% in size
Target sequence (P51450 whole entry, looked up, the tested form may be a part): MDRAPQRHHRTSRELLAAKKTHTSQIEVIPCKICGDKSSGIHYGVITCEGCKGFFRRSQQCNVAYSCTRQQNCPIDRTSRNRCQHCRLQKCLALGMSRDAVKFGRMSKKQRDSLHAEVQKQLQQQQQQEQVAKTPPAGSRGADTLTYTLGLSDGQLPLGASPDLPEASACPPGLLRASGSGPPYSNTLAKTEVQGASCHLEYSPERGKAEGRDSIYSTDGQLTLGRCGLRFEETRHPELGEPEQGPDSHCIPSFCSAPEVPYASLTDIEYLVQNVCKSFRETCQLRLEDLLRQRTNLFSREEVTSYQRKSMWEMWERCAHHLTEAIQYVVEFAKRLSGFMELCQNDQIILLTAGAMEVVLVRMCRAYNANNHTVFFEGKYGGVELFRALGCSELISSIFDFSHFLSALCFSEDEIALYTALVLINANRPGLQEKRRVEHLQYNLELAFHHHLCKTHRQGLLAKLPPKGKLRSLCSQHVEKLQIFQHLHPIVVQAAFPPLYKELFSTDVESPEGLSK
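Using a luciferase readout, inhibitors were identified by reduced reporter activity in Drosophila cells coexpressing a copper-inducible Gal4–ROR gamma fusion and UAS-driven Photinus luciferase, incubated 20 hr after 700 uM copper sulfate.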
FLuc modulator – firefly luciferase modulation, counter-screen for miR-21 project; hit rate 6.9% among 360,000; Potency, µM (top dose mostly 57.5 µM), inactives show at the top dose activity change, negative = inhibition, hits mostly inhibitors; purified FLuc, Km substrates, luminescence inhibition; P08659;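 further: potency means the concentration at half of the fitted maximal effect; plate controls were vehicle for no effect and reference inhibitor for full effect; nearly all actives have a fitted effect of over 55% in size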
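Purified P. pyralis luciferase, 10 nM final, with Km-level 10 uM D-luciferin and 10 uM ATP in 50 mM Tris acetate pH 7.5, 10 mM Mg acetate, 0.01% Tween-20, 0.05% BSA; 6-point qHTS titration about 60 µM downward; luminescence read.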
NPC1 prom act – activators of NPC1 promoter; Huh7 NPC1 promoter luciferase reporter, 24 h; Potency, µM (series often up to 9.22 µM), for inactives: at the top dose activation, most hits filed as activators; hit rate 2.4% among 320,000;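 further: potency means the concentration at half of the fitted maximal effect; % of control where 0% means no effect; nearly all actives have a fitted effect of over 60% in size; reporter is driven by a mutant NPC1 promoter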
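Huh7 reporter cells (NPC1 promoter driving luciferase) are dosed with compound for 24 h at 37 °C, 5% CO2; luciferase detection reagent is then added and luminescence measured after 10 min at ambient temperature.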
Tb PFK block – T. brucei PFK enzyme inhibition; O15648; T. brucei PFK, ADP-Glo luminescence; Potency, µM (titrated, usually from 57.5 µM), for inactives: at the top dose activity, negative = inhibition, hits mostly inhibitors; hit rate 0.17% among 330,000;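 further: potency means the concentration at half of the fitted maximal effect; 0% = uninhibited 1x PFK enzyme wells and -100% = no-enzyme wells; nearly all actives have a fitted effect of over 60% in size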
Target sequence (O15648 whole entry, looked up): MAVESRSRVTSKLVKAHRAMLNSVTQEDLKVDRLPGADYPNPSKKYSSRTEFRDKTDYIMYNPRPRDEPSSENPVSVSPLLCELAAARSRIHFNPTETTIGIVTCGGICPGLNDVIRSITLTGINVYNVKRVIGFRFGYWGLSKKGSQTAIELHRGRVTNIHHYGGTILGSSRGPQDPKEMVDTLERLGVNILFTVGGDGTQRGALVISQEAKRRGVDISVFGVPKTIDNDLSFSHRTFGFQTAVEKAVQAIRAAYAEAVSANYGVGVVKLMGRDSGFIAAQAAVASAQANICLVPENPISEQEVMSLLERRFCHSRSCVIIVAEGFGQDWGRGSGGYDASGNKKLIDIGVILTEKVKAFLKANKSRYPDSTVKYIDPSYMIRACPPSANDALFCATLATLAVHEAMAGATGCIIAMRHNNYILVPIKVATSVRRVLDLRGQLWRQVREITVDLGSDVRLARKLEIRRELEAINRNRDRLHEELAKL
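Activity is normalized to no-enzyme wells (full inhibition) and 1.25 nM enzyme wells (no inhibition). Reaction: 0.5 mM F6P, 0.1 mM ATP, 45 min RT, ADP-Glo luminescence; concentration-response curves fitted and classed by quality.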
ELG1 genotox – genotoxicity induction in ELG1-luciferase HEK293T cells; HEK293T ELG1-luciferase reporter, luminescence, 16 h; Potency, µM (top dose mostly 46 µM), for the others: at the highest dose activity change, positive = activation, most hits filed as activators; hit rate 1.3% among 330,000; AID 504466; further: potency means the concentration at half of the fitted maximal effect; % of control where 0% means no effect; nearly all actives have a fitted effect of over 60% in size
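Genotoxicity was scored as increased ELG1-luciferase reporter signal, measured by ONE-Glo luminescence (30 min, room temperature). Compound or vehicle exposure of the HEK293T reporter cells lasted 16 hr at 37°C.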
Rab9 prom act – activates the Rab9 promoter | Huh7 Rab9 promoter-luciferase reporter, luminescence, 24 h | Potency, µM (top dose mostly 9.22 µM), without a hit: at the top dose activation, negative = inhibition, most hits filed as activators | hit rate 2.8% among 320,000 | AID 485297; further: potency means the concentration at half of the fitted maximal effect; % of control where 0% means no effect; nearly all actives have a fitted effect of over 60% in size
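Luciferase signal after 10 min detection reagent at ambient indicates Rab9 promoter upregulation; stably transfected Huh7 cells were treated 24 h with compound in DMSO at 37 °C, 5% CO2.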
TRPV1 ag – activates the human vanilloid receptor TRPV1. TRPV1-expressing cells, Fluo-8 calcium influx, agonist mode. activation, % at 8.33 µM. hit rate 0.19% among 320,000; in the data active means activation above about 80%; inconclusive means between about 30% and that limit; further: 0% is about no effect
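Cells expressing TRPV1 were dye-loaded with Fluo-8 and read kinetically: 10 s baseline, 3 min after compound (agonist portion), then 2 min after EC20 capsaicin (allosteric enhancer portion). Calcium-bound dye fluorescence at 480/520 nm.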
VP16 counter – inhibits Gal4-VP16 luciferase reporter, ROR gamma counter-screen; Drosophila S2 Gal4-VP16 UAS-luciferase, luminescence, 20 h; Potency, µM (series often up to 53.6 µM), without a hit: at the highest dose activity, negative = inhibition, most hits filed as inhibitors; hit rate 3.5% among 310,000;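 further: Gal4-VP16 expression switched on by copper sulfate through the metallothionein promoter; potency means the concentration at half of the fitted maximal effect; on the % scale 0 is the no-effect control and ±100 the full control effect; nearly all actives have a fitted effect of over 50% in size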
ELG1 repair inh – inhibitors of ELG1-dependent DNA repair in HEK293T cells; HEK293T ELG1-luciferase reporter, luminescence, 16 h; DNA damage induced by 5-fluorouridine; Potency, µM (series often up to 46.1 µM), for the others: at the highest dose activity change, negative = inhibition, most hits filed as inhibitors; AID 504467; hit rate 2.3% among 330,000; further: potency means the concentration at half of the fitted maximal effect; on the % scale 0 is the no-effect control and ±100 the full control effect; nearly all actives have a fitted effect of over 55% in size
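Luminescence from the luciferase reporter, measured 30 min after ONE-Glo reagent at room temperature, was the read-out. Beforehand, 2,000 cells per well were exposed for 16 hr at 37 °C to 5-fluorouridine together with compound or vehicle.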
p53 reactivation – restores transcriptional activity of mutant p53; H1299 p53-A138V BP100-luciferase reporter, luminescence, 24 h; Potency, µM (doses to about 92.2 µM), for the others: top-dose activity change, positive = activation, actives largely listed as activators; hit rate 0.063% among 320,000; further: potency means the concentration at half of the fitted maximal effect; % of control where 0% means no effect; nearly all actives have a fitted effect of over 45% in size
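H1299 (p53-null), stable ts p53-A138V + BP100-Luc; 1000 cells/well, Opti-MEM/10% FBS; cpd 4 pt, 1:5; 24 h, 37 deg C, 5% CO2; detection reagent 10 min RT; luminescence.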
BRCA1 expr up – BRCA1 expression activation | MCF7-BRCA1-FFLuc reporter, luminescence, 48 h; response scale: scaled: vehicle 0%, 10 µM genistein 100% | Potency, µM (doses to about 46.1 µM), for the others: top-dose activation, usual class: activators | hit rate 1.1% among 380,000; further: potency means the concentration at half of the fitted maximal effect; nearly all actives have a fitted effect of over 80% in size; some results filed as inactive show a strong effect at the top dose
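Compounds are tested at multiple concentrations on MCF7 BRCA1-luciferase reporter cells seeded at 2000 per well; after 48 h, a single luminescence end-point is taken and curves fitted to the normalized data.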
The depositor's hits bear a star; ? = inconclusive; · = not tested or not shown; [ ] = remark or other dose. Unless noted, the call rests on the fitted dose curve; in most records, active means well fitted curve in the direction sought with a large enough effect; inconclusive means small, poorly fitted or top-dose-only effect, or another doubt; inactive means no such curve, though single readings can be large; an effect the other way counts as inactive or inconclusive.

SMILES | RORg inh | FLuc modulator | NPC1 prom act | Tb PFK block | ELG1 genotox | Rab9 prom act | TRPV1 ag | VP16 counter | ELG1 repair inh | p53 reactivation | BRCA1 expr up
Cc1nc(Cl)c(N=Cc2cccc([N+](=O)[O-])c2)c(Cl)n1 | -12% | 1% | -2% | -5% | 0% | -2% | -2 | 5% | ? | -2% | 0%
COc1cccc2cc(C(C)N(CCCN3CCOCC3)C(=S)Nc3ccccc3C)oc12 (centres undefined) | ? | 0% | -3% | 0% | -2% | 2% | 5 | 2% | -18% | 6% | -16%
Cc1nc2c(C(=O)N3CCN(C)CC3)cnn2c(C)c1Cc1ccc(Cl)cc1 | 6% | 3% | 1% | -6% | -1% | -1% | -1 | 2% | 8% | -1% | -15%
COc1cc(C)ccc1OCCOc1cc(C)ccc1Cl | 28% | 13µM* | 4% | -3% | -2% | -4% | 6 | -5% | 4% | 6% | 21%
CCC1C(=O)C(C)(C)C(=O)OC1c1ccc([N+](=O)[O-])cc1 (centres undefined) | 22% | 0% | -2% | 2% | -1% | 0% | 12 | -3% | ? | · | -10%
Cc1cc(C(=O)N/N=C/c2cccc(Cl)c2Cl)no1 | 40% | 11µM* | ? | 2% | 21µM* | ? | ? | 10% | ? | 22% | ?
COc1ccc(N(C(C)C(=O)NCc2ccco2)S(C)(=O)=O)cc1 (centres undefined) | 12% | 3% | -1% | 7% | 0% | 4% | 0 | -2% | 1% | 21% | 31%
CCCCc1nc2cc(C(=O)N3CCCC3)ccc2o1 | -11% | ? | ? | -5% | ? | 2.8µM* | -3 | 1% | ? | 10% | 8.9µM*
O=C(NC1CSC/C1=N\O)c1ccccc1 (centres undefined) | 5% | -2% | 0% | -2% | -5% | -3% | 1 | -4% | 1% | 8% | 0%
CCC(C)[C@H](NC(=O)NCCC1=CCCCC1)C(=O)OC (some centres undefined) | 10% | 0% | -11% | -2% | -4% | -11% | 20 | 13% | -1% | -4% | 1%
CCNc1cc(N2CCCC2)ccc1[N+](=O)[O-] | 4% | -2% | 0% | -1% | 1% | 2% | 10 | -2% | 8% | 5% | -33%
CCCCNC(=O)n1c(=O)oc2ccc(Cl)cc21 | 8% | -2% | 1% | 0% | -2% | 4% | -3 | 0% | -4% | 0% | -16%
O=C(Nc1cccc2ccccc12)/C(=C\c1cccc([N+](=O)[O-])c1)NC(=O)c1cccs1 | -5% | 4% | 0% | 0% | -1% | -2% | 2 | ? | -30% | -4% | -20%
O=C(CSc1nnc(NC(=O)C2CC2)s1)Nc1ccc(F)cc1F | 4% | -1% | 1% | -1% | 3% | 9% | 0 | -2% | -1% | -6% | -45%
COc1cc(NC(=O)CSc2nnc3ccc(-c4cccnc4)nn23)cc(OC)c1 | · | 4% | 0% | -2% | 4% | -6% | -4 | · | 10% | -12% | -1%
COc1cccc(CNC(=O)CCCCCNC(=O)N2CCn3c2nc2ccccc23)c1 | 0% | -19% | -2% | 4% | 0% | 4% | 2 | -16% | -9% | -10% | 2%
COc1cc2c(cc1[N+](=O)[O-])n(C(C)C)c(=O)n2C(C)C | 8% | 2% | -2% | 1% | 17% | -7% | -1 | -18% | 5% | -5% | -9%
O=c1c2cnn(-c3ccc(F)cc3)c2ncn1Cc1ccccc1 | -22% | -1% | 3% | -4% | -2% | 1% | -1 | -8% | -3% | 21% | -25%
Cc1cc(C(=O)CSc2nnc(-c3ccccc3)n2Cc2ccc3c(c2)OCO3)c(C)n1C | -44% | 1% | -4% | 2% | -7% | 0% | 4 | -5% | ? | 0% | -12%
CN1CCN(c2nc(NCCOC34CC5CC(CC(C5)C3)C4)nc(OCC(F)(F)F)n2)CC1 | -38% | 0% | 0% | 0% | -10% | -7% | -1 | -5% | -12% | -3% | -9%
CCOC(=O)c1c(NC(=S)Nc2ccc(Cl)cc2)sc2c1CCN(C)C2 | 2% | -8% | 5% | -4% | -4% | 0% | -3 | -12% | 15% | 0% | -29%
O=C(O)c1ccc(CNCc2cc(Cl)ccc2O)cc1 | · | -3% | 3% | -2% | 5% | -3% | 3 | · | 16% | -4% | 0%
COc1ccccc1C1NC(=O)NC(C)=C1C(C)=O (centres undefined) | -12% | 3% | -1% | -1% | 0% | 5% | -2 | -1% | 2% | 1% | -4%
CN(C)S(=O)(=O)c1cccc(NC(=O)CSc2nc3ccccc3n2-c2ccccc2)c1 | 36% | 0% | -4% | -3% | -6% | 2% | 23 | 4% | 18µM* | 8% | -78%[inhibitor]
COCCCNC(=O)CN1C(=O)/C(=C\c2ccc(C)cc2)Sc2ccccc21 | -14%[10 µM] | -15% | 0% | -7% | 0% | 1% | 19 | -16% | ? | 5% | 7%
CC(=O)N1CCN(C(=O)c2ccc3c(c2)S(=O)(=O)c2ccccc2C3=O)CC1 | -17% | -3% | -5% | 2% | 3% | -6% | -9 | -1% | 3% | 0% | -4%
COc1ccc(C=O)cc1OS(=O)(=O)c1ccc(NC(C)=O)cc1 | -4% | 2% | -3% | 1% | 2% | -1% | 5 | -3% | ? | 0% | -22%
CC(=O)n1c(C=Nc2ccc(Cl)cc2)c(O)c2ccccc21 | 39% | ? | ? | -21% | 9% | ? | 1 | -6% | ? | 7% | -19%
COc1ccccc1CNC(=O)CCCc1cn(C)c2ccccc12 | 26% | -9% | 0% | 3% | -2% | 5% | 8 | 8% | -20% | -10% | -2%
Cc1cc2ncc(S(=O)(=O)c3ccccc3)c(N)n2n1 | ? | 3% | -2% | -6% | 6% | 1% | 12 | 11% | 3% | -4% | 10%
Cc1ccc(C(=O)NCC(=O)Nc2cc(C)ccn2)cc1 | · | 27µM* | 5% | 5% | ? | 11% | -4 | · | ? | 17% | 33%
COCCNC(=O)c1cccc(Nc2nc(-c3ccccc3)c3cc(Cl)ccc3n2)c1 | 36% | 6% | 2% | 0% | -7% | -5% | 16 | ? | 21µM* | -4% | -62%
O=C(CSc1ccc(S(=O)(=O)N2CCOCC2)cn1)Nc1ccc(OC(F)F)cc1 | · | · | 1% | -2% | 10% | -1% | 5 | · | 6% | -1% | 6%
Cc1ccc(-c2nc(-c3ccccn3)sc2CC(=O)O)cc1 | -7% | -1% | 2% | 0% | 1% | 0% | -1 | -2% | 3% | 11% | -10%
Cc1ccc(C)n1-c1ccc(C(=O)N/N=C/c2ccncc2)cc1 | 13% | -7% | -6% | 1% | 15% | -2% | 1 | -12% | 3% | 10% | -13%
COC(=O)COc1ccc(S(=O)(=O)NCc2ccco2)cc1 | -1% | 4%[2.3 µM] | -7% | -4% | -2% | 2% | -1 | 1% | 1% | -3% | 22%
CC(=O)c1ccc2c(c1)OCCOCCOc1ccccc1OCCOCCO2 | 13% | 1% | -2% | -5% | -2% | -3% | 5 | -19% | 0% | -5% | -27%
CC(C)(C)c1ccc(C(=O)Nc2ccc(S(=O)(=O)Nc3cnc4ccccc4n3)cc2)cc1 | ? | 13µM* | 1% | -2% | 3% | 0%[1.84 µM] | 5 | -1% | 7% | 4% | -3%
COc1cc(C(C)=O)ccc1OCC(=O)OCC(=O)c1cc(C)n(CC2CCCO2)c1C (centres undefined) | · | ? | 0% | -2% | 2% | -5% | -1 | · | 7% | 7% | 6%
O=C(CSc1nc(-c2ccccc2)c(-c2ccccc2)o1)NCCCO | -1% | -2% | 0% | -4% | -2% | -1% | -3 | 6% | -8% | -12% | 1%
CC(=O)Nc1ccc(S(=O)(=O)N2CCCC2C(=O)Nc2ccc(F)cc2)cc1 (centres undefined) | -21% | 0% | -2% | 1% | -2% | -2% | 2 | 9% | 16% | -5% | 11%
Cc1cccc(NS(=O)(=O)c2ccc(C(=O)NCC3CCCO3)cc2)c1C (centres undefined) | 28% | 4% | -2% | 0% | -7% | -4% | 0 | -2% | 0% | -14% | -10%
C/C(=N\NC(=O)CNc1cccc(Cl)c1C)c1cccs1 | 5% | -1% | -8% | -6% | 7% | -11% | 3 | -13% | 29% | 1% | -45%
O=C(O)c1ccc2noc(-c3ccccc3)c2c1 | 29% | -17% | 18% | 0% | 11% | 18% | 1 | -12% | 18% | 26% | 4µM*

Screens: PubChem, National Center for Advancing Translational Sciences (NCATS)

The order is random. About 15% of those tested had a hit in this group.
